BAP1 inh – inhibitors of human BAP1 deubiquitinase; Q92560; recombinant BAP1, Ub-AMC hydrolysis fluorescence kinetic; hits give low values; activity remaining (% of control), % at 20 µM; actives 0.48% (n = 72,000);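 active = activity remaining at or below 50% of control, provided the compound also passes the data quality filters; inactive = the rest, including low values that fail the filters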;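 note: 100% = DMSO wells rate and 0% = substrate alone blank rate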
Target sequence (Q92560 whole entry, looked up): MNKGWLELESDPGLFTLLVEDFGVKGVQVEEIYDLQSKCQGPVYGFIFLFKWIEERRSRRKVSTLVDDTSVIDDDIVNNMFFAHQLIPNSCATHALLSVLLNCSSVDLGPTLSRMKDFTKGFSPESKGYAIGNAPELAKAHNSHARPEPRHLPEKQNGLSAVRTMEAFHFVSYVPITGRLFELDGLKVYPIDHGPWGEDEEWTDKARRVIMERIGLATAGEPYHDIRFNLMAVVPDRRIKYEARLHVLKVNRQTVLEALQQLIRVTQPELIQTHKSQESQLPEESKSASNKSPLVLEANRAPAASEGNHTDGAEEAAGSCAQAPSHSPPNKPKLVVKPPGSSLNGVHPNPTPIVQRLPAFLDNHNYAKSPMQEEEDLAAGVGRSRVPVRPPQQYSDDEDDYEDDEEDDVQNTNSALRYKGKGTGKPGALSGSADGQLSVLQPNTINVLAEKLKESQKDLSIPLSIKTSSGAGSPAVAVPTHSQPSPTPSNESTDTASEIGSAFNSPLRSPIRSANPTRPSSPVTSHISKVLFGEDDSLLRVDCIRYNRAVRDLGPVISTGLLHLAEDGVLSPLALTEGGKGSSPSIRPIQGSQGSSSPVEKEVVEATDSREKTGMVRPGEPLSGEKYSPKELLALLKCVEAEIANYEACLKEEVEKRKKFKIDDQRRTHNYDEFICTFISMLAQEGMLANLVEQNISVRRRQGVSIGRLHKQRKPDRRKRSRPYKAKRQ
HePTP inhibitor – inhibitors of human HePTP phosphatase | P35236 | recombinant HePTP phosphatase activity, OD absorbance | inhibition, % at 20 µM | actives 0.64% (n = 110,000) | AID 521; in the data active = inhibition above about 50%;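 note: plate controls were vehicle for no effect and reference inhibitor for full effect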
Target sequence (P35236 whole entry, looked up): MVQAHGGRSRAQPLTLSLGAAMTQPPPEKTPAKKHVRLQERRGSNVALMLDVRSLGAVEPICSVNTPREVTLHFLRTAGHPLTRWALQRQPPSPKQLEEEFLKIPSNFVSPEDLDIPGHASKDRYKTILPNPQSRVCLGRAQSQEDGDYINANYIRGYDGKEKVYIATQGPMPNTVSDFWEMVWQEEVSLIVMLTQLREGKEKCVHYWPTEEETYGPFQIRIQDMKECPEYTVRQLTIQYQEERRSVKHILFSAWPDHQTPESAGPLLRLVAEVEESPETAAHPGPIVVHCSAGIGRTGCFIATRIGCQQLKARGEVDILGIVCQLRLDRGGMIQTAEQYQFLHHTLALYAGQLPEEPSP
Starred values were filed as active, the others as inactive; / = not tested or not shown; & = joins results of further samples.

SMILES	BAP1 inh	HePTP inhibitor
O=C1C(Cl)=C(N(Cc2ccccc2)Cc2ccccc2)C(=O)N1c1ccc(Cl)cc1	73	/
CCN1CCCc2cc(O)ccc21	79	/
O=c1c2ccccc2nnn1Cc1nnc(-c2ccccc2Br)o1	106	-2
COC(=O)c1ccc(CN(C(C)=O)c2ccccc2)o1	76	4
Cc1c(NC(=O)CN(c2ccc(Oc3ccccc3)cc2)S(C)(=O)=O)c(=O)n(-c2ccccc2)n1C	/	-2
CCOC(=O)c1sc(NC(=O)COc2ccc(Cl)cc2Cl)c(C(=O)OCC)c1C	/	-18
CC(C(=O)NC(=O)NC1CCCCC1)N1CCN(c2ccccn2)CC1 (stereo not drawn)	80	2
Cc1ccc2nc(-c3ccccn3)cc(C(=O)N3CCN(c4ncccn4)CC3)c2c1	66	7
CCOC(=O)c1cc2oc(C)cc2n1CC(=O)OC1CCCCC1	81	6
O=C(CSc1nc2ccc([N+](=O)[O-])cc2[nH]1)c1ccc2ccccc2c1	/	6
COc1ccc(OC)c(N(CC(=O)NC(C)(C)CO)S(=O)(=O)c2ccccc2)c1	/	8
Cc1ccnc(N2C(=O)c3ccccc3C2Nc2ccc3c(c2)OCCO3)c1 (stereo not drawn)	103	2
CCc1ccc(NC(=O)/C=C/c2ccc(OC)cc2)cc1	/	1
Cc1cc(=O)oc2cc(OC(C)C(=O)N3CCCc4ccccc43)ccc12 (stereo not drawn)	114	14
COc1ccc(Cl)cc1C(=O)Nc1nc(-c2ccc(Cl)cc2Cl)cs1	/	1
CC(C(=O)O)N1C(=O)c2cccc3cccc1c23 (stereo not drawn)	91	-7
CSc1nc(C)cc(NC(N)=O)n1	105	5
COc1ccc(C(=O)Nc2ccc(N3CCOCC3)cc2)cc1OC	99	8&0
COC(=O)C1=CN(CCCN2CCCC2=O)C=C(C(=O)OC)C1c1ccccc1C(F)(F)F	/	8
O=C(NC(Cc1ccc2c(c1)OCO2)C(=O)N1CCCC1C(=O)O)c1ccccc1 (stereo not drawn)	95	-4
COc1cc(OC)cc(-c2nc(-c3ccc(Br)cc3)no2)c1	69	3
COc1ccccc1-c1coc2cc(OC(=O)c3ccco3)ccc2c1=O	/	6
O=C1OC(c2cccc(F)c2)=N/C1=C\c1cccs1	/	3
COc1ccc(N2Cc3cccc(C(=O)NC(C)CCc4ccco4)c3C2=O)cc1 (stereo not drawn)	52	16
Cc1ccc(NC(=O)c2oc3ccccc3c2NC(=O)c2ccc3c(c2)OCO3)cc1	77	-9
O=C(CCNS(=O)(=O)c1cccs1)Nc1nccs1	/	5
COc1cccc(C2CC(=O)Nc3cc4c(cc32)OCCO4)c1OC(C)C (stereo not drawn)	96	6
COc1ccc(NC(C)=O)cc1NC(C)C(=O)Nc1ccccc1F (stereo not drawn)	114	3
Cc1c(C(=O)c2no[n+]([O-])c2C(=O)c2cnn(C)c2C)cnn1C	95	27
COc1ccc(NC(=O)Nc2ccccc2)c(OC)c1	/	3

Structural class, the entries above with a thiophene ring, fused or not (3)
SMILES	BAP1 inh	HePTP inhibitor
CCOC(=O)c1sc(NC(=O)COc2ccc(Cl)cc2Cl)c(C(=O)OCC)c1C	/	-18
O=C1OC(c2cccc(F)c2)=N/C1=C\c1cccs1	/	3
O=C(CCNS(=O)(=O)c1cccs1)Nc1nccs1	/	5

(next part)
SMILES	BAP1 inh	HePTP inhibitor
COc1ccccc1N1CCN(C(=O)c2oc3cc(C)c(C)cc3c2C)CC1	113	15
Cc1c(Cl)cccc1-n1nnnc1-c1cccs1	95	6
COC(=O)c1ccc(COc2ccc3c(C)cc(=O)oc3c2)cc1	/	11
CC(=O)/C(N=Nc1ccc2c(c1)OCCO2)=C(\C)O	/	-4
CCCSc1nc(C)c(-c2csc(C(C#N)=C3CCCC3)n2)cc1C#N	/	19
CC1(C)Cc2[nH]ccc2C(C)(C)N1	233	/
C=CCn1cc(F)c(=O)n(CC=C)c1=O	/	1
Cc1cccc(OCC(=O)N=Nc2c(O)[nH]c3ccc([N+](=O)[O-])cc23)c1	/	6
O=C(CCN1C(=O)c2ccccc2C1=O)Nc1sc2c(c1C(=O)NCc1ccco1)CCCC2	/	1
O=C(NCCc1cccc(Cl)c1)c1cccc([N+](=O)[O-])c1	/	3
CCOC(=O)C1CCCN(c2c(NCCCN(CC)c3ccccc3)c(=O)c2=O)C1 (stereo not drawn)	129	5
O=C(c1ccccc1Cl)N1CCN(C2=NS(=O)(=O)c3ccccc32)CC1	135	/
O=C(COc1ncnc2c(Cl)cc(Cl)cc12)N1CCCCC1	145	9
O=C1OC(c2ccc(F)cc2)=N/C1=C\c1cccc(Br)c1	/	-13
O=C(OCCCN1CCCCC1)c1ccc(O)cc1	102	6
CCOC(=O)C1CCCN(c2c(NCCCN(C)Cc3ccccc3)c(=O)c2=O)C1 (stereo not drawn)	106	10
COc1ccc(-n2nc3cc(C)c(NC(=O)c4ccc(C)cc4)cc3n2)cc1	/	5
COc1ccc(C2(c3ccc(OC)cc3OC)C=Cc3c(ccc4ccccc34)O2)c(OC)c1	107	/
COc1cc(C(=O)Nc2ccc(NC(=O)c3cccs3)c(C)c2)cc(OC)c1OC	/	-5
COCCN1C(=O)C(O)=C(C(C)=O)C1c1ccc(F)cc1 (stereo not drawn)	86	3
CCCc1c(C)[nH]c2ccc(NC(C)=O)cc2c1=O	/	-8
O=C(Nc1sccc1C(=O)N1CCOCC1)c1cccnc1	58	3
Cc1nn(C)c(N)c1C(O)(c1nccn1C)C(F)(F)F (stereo not drawn)	91	7
CCCC(C(=O)NC1CCCC1)N(CC1CCCO1)C(=O)c1snc(C(N)=O)c1N (stereo not drawn)	60	-5
O=C(CCn1nc(-c2ccccc2)c2ccccc2c1=O)NCC1CCCO1 (stereo not drawn)	111	6
O=C(O)C(c1ccccc1)C(C(=O)O)c1ccccc1 (stereo not drawn)	/	6
CCCN1C2CCCC1CC(NC(=O)c1ccccc1OCC)C2 (stereo not drawn)	73	16
Cc1cc(NC(=O)/C=C/c2ccccc2Cl)ccc1Br	/	-1
COc1ccc(S(=O)(=O)N2CCN(Cc3ccccc3C(F)(F)F)CC2)cc1	/	6
Cc1ccc(O)c(N2C(=O)c3ccc(C(=O)c4cccc([N+](=O)[O-])c4)cc3C2=O)c1	/	-12
CC1CCCN(c2nc3c(c(=O)n(C)c(=O)n3C)n2Cc2ccccc2)C1 (stereo not drawn)	/	-3
O=[N+]([O-])c1ccc(/C(=N/O)c2ccncc2)cc1	/	-1
Cc1ccc(-c2noc(COc3ccc(C(C)(C)C)cc3)n2)cc1	/	2
Cc1ccc(-c2nc3ncccc3o2)cc1NC(=O)c1cccc([N+](=O)[O-])c1	/	3
CCC(=O)Nc1ccc(C(=O)CSc2nnc(CNc3ccc(Cl)cc3)o2)cc1OC	90	0
CCN1C(=O)/C(=C2\SC(=S)N(c3cc(OC)ccc3OC)C2=O)c2ccccc21	/	2
O=C(NCCCN1CCOCC1)c1ccc(S(=O)(=O)N2CCOCC2)cc1	95	8&-5
O=C(O)CCC1=C2c3ccccc3CCN2C(=O)CC1	93	4
COc1ccc(NC(=O)C2=C(C)NC(=S)NC2c2ccc(Br)cc2)cc1 (stereo not drawn)	/	2
Cc1ccc(O)c(C(=O)CC(=O)c2cccc(F)c2)c1	82	10
O=C1CCC(=O)N1c1ccc(-c2nc3ccc(N4C(=O)CCC4=O)cc3[nH]2)cc1	/	-13
CN(c1ccccc1C(=O)N1CCCC1)S(C)(=O)=O	68	2
Cc1cc2nc(SCc3ccccc3Cl)[nH]c2cc1C	/	7
CCOc1ccc(S(=O)(=O)n2c(C)nc3ccccc32)cc1	88	10
CCOC(=O)C1=C(C)NC(=O)NC1c1ccoc1 (stereo not drawn)	95	0
C=CCc1c(C)nc2cc(-c3ccc(F)cc3)[nH]n2c1=O	/	-4
Cc1sc2ncnc(NCCCn3ccnc3)c2c1C	96	4
CC(C)(C)C(O)Cn1c(=N)n(Cc2ccc(Cl)cc2)c2ccccc21 (stereo not drawn)	201	/
CCCCOc1ccccc1C1C(C(=O)OC)=CN(CC)C=C1C(=O)OC	/	-4
CC(C)(Oc1ccc(CCNC(=O)c2ccc(-c3ccc(Cl)cc3)o2)cc1)C(=O)O	/	-13
Continuation:
SMILES	BAP1 inh	HePTP inhibitor
COc1ccc(C(=O)CCC(=O)N2CCN(c3ccc(N4CCOCC4)nn3)CC2)cc1	92	7
Cc1ccc(C(=O)Nc2ccc(-c3nc4cc5ccccc5cc4[nH]3)cc2)cc1[N+](=O)[O-]	/	56*
COc1cccc(C2=NOC(C(=O)NCC3CCCO3)C2)c1 (stereo not drawn)	100	-4
O=c1[nH]c(SCc2ccc(Cl)cc2)nc2c1CCC2	92	0
CCSc1nnc(Cc2cc(=O)[nH]c(=O)[nH]2)n1-c1ccc(Cl)cc1	102	9
O=C(O)c1cccc(NCCC(=O)c2ccccc2)c1	/	4
C=C(C)C1Cc2n[nH]c(C)c2C1 (stereo not drawn)	116	/
COCCOC(=O)C1=C(C)NC2=C(C(=O)CCC2)C1c1ccc(OCc2ccccc2)c(OC)c1 (stereo not drawn)	/	8
COc1cc2c(cc1OC)C1Cc3ccc(OC)c(OC)c3CN1CC2 (stereo not drawn)	79	3
O=C(COc1ccccc1)NCc1n[nH]c(=S)n1-c1cccc(C(F)(F)F)c1	102	/
Cc1[nH]n(-c2ccc([N+](=O)[O-])cc2)c(=O)c1C=NCc1ccc(Cl)cc1	/	1
c1ccc(-c2csc(Nc3cccc4ccccc34)n2)cc1	71	/
CCOC(=O)NC(Nc1cc(C)ccn1)(C(F)(F)F)C(F)(F)F	95	-2
O=C(ON=C1c2ccccc2-c2ccccc21)c1ccccc1F	/	-19
CC(C)(C)c1ccc(OCC(=O)Nc2ccc3oc(-c4cccnc4)nc3c2)cc1	/	4
COc1ccc(C2Nc3ccc4ccccc4c3C3=C2C(=O)CCC3)cc1OC (stereo not drawn)	347	/
Cc1ccc(NC(=O)NC2CCN(CC(=O)Nc3nccs3)CC2)cc1	88	0
Cc1cc(-c2nnc(SCc3cccnc3)o2)no1	96	-6
CCOCC(=O)Nc1cccc(OC)c1	136	-1
CCN(CC)c1ccc2oc(=O)c(C)nc2c1	97	1
CCN(CC)CCOc1ccc(Cl)c(C)c1	/	2
O=[N+]([O-])c1cccc(C2CC(c3ccccc3)=NN2c2ccccc2)c1 (stereo not drawn)	/	-14
O=C(Nc1c(Cl)cccc1Cl)c1ccccc1[N+](=O)[O-]	/	7
NC(=O)CNC1CC(=O)N(CCc2ccccc2)C1=O (stereo not drawn)	/	3
Cc1ccc(S(=O)(=O)CCc2nnc(NC(=O)c3cccs3)s2)cc1	75	/
COCC(=O)Nc1cc(=O)n(C)c(=O)n1C	97	-3
Cc1ccc(C(=O)NCc2ccco2)cc1S(=O)(=O)N1CCCCC1	/	-8
COc1ccc(-c2nnc(NC(=O)c3cc(C)on3)s2)cc1	72	1
COc1ccc(C2NC(c3ccc(OC)cc3)C(c3ccccc3)C(=O)C2c2ccccc2)cc1 (stereo not drawn)	/	9
CS(=O)(=O)N(CC(=O)Nc1ccc(Oc2ccccc2)cc1)c1ccc(Cl)cc1	/	9
CCOC(=O)N1CCN(C(=O)CC(=O)Nc2ccc3nc4n(c(=O)c3c2)CCCCC4)CC1	105	10
CC1=C(C(=O)Nc2ccccc2)C(c2cccs2)n2nnnc2N1 (stereo not drawn)	83	10
Cc1ccoc1C(=O)Nc1cccc2ccccc12	/	5
CCOc1ccccc1NC(=O)c1cc2cc([N+](=O)[O-])ccc2oc1=O	/	-4
CC(C)(C)OC(=O)N1CCC(c2c(C(=O)O)cnn2-c2ccccc2Cl)CC1	141	5
O=C(CCN1C(=O)c2ccccc2C1=O)OCn1nnc2ccccc2c1=O	/	-4
CCCCOCCCNC(=O)c1cccs1	92	8
O=C(/C=C/c1ccc(F)cc1)n1cnc2ccccc21	/	-8
Cc1ccc2c(c1)N(C(=O)c1ccco1)C(C)(C)c1ssc(=S)c1-2	/	8
O=C(O)CSCC(=O)Nc1ccc(S(=O)(=O)N2CCCCC2)cc1	84	5
O=c1ccc2c(OCCCCc3ccccc3)c3ccoc3cc2o1	68	/
CC1CCN(Cc2cc([N+](=O)[O-])c(O)c3ncccc23)CC1	50	/
CCN(CC)c1ccc(C(=O)NCc2ccco2)cc1	/	4
COc1ccccc1C(=O)Nc1ccc(C)cc1[N+](=O)[O-]	/	3
O=C(Nc1ccc(-c2ccc(NC(=O)c3ccccc3Cl)cc2)cc1)c1ccccc1Cl	/	14
O=S(=O)(c1ccc(Br)s1)N1CCc2ccccc2C1	59	/
Cc1cc[n+](CC(=O)OC23CC4CC(CC(C4)C2)C3)cc1	/	-7
Cc1csc(NC(=O)CN2CCCCCC2)n1	97	-3
O=C(NCCc1cccc(Cl)c1)c1ccccc1Cl	/	2
CCOC(=O)COc1cc(Br)c(/C=c2\sc3nc4ccccc4n3c2=O)cc1OC	/	-6

Entries from the list above that have fluorine:
SMILES	BAP1 inh	HePTP inhibitor
COC(=O)C1=CN(CCCN2CCCC2=O)C=C(C(=O)OC)C1c1ccccc1C(F)(F)F	/	8
O=C1OC(c2cccc(F)c2)=N/C1=C\c1cccs1	/	3
COc1ccc(NC(C)=O)cc1NC(C)C(=O)Nc1ccccc1F (stereo not drawn)	114	3
C=CCn1cc(F)c(=O)n(CC=C)c1=O	/	1
O=C1OC(c2ccc(F)cc2)=N/C1=C\c1cccc(Br)c1	/	-13
COCCN1C(=O)C(O)=C(C(C)=O)C1c1ccc(F)cc1 (stereo not drawn)	86	3
Cc1nn(C)c(N)c1C(O)(c1nccn1C)C(F)(F)F (stereo not drawn)	91	7
COc1ccc(S(=O)(=O)N2CCN(Cc3ccccc3C(F)(F)F)CC2)cc1	/	6
Cc1ccc(O)c(C(=O)CC(=O)c2cccc(F)c2)c1	82	10
C=CCc1c(C)nc2cc(-c3ccc(F)cc3)[nH]n2c1=O	/	-4
O=C(COc1ccccc1)NCc1n[nH]c(=S)n1-c1cccc(C(F)(F)F)c1	102	/
CCOC(=O)NC(Nc1cc(C)ccn1)(C(F)(F)F)C(F)(F)F	95	-2
O=C(ON=C1c2ccccc2-c2ccccc21)c1ccccc1F	/	-19
O=C(/C=C/c1ccc(F)cc1)n1cnc2ccccc21	/	-8
